Bioassay records: PubChem BioAssay, Broad Institute
TcdB inh: TcdB glycohydrolase inhibitors, primary screen, biochemical, single point, plate reader. Toxin B (Clostridioides difficile), P18177. TcdB glycohydrolase enzymatic assay. inhibition, % at 9.99 µM. 0.24% of 350,000 active; in the data active = inhibition above about 10%
Numbers without * were called inactive. Some of the compounds tested. The share of hits here may be higher or lower than overall.

How did COc1ccc(S(=O)(=O)N(C)C[C@@H]2Oc3c(NC(=O)c4ccc(-c5nccs5)cc4)cccc3C(=O)N([C@H](C)CO)C[C@@H]2C)cc1 do in these assays?
TcdB inh: -0.1

How did C[C@H](CO)N1C[C@H](C)[C@H](CN(C)CC2CCCCC2)Oc2ccc(NC(=O)C3CC3)cc2CC1=O do in these assays?
TcdB inh: -1.8

How did COc1ccc(NC(=O)Nc2ccc3c(c2)[C@H]2C[C@@H](CC(=O)N(C)C)O[C@H](CO)[C@H]2O3)cc1 do in these assays?
TcdB inh: -0.3

Results for C[C@@H]1CCCCO[C@@H](CN(C)Cc2ccc(C(=O)Nc3ccccc3N)cc2)[C@@H](C)CN([C@H](C)CO)C(=O)c2cc(NS(C)(=O)=O)ccc2O1 ?
TcdB inh: 0.2

How did O=C(C[C@@H]1CC[C@H]2[C@@H](COC[C@H](O)CN2CCc2ccccc2)O1)NCc1ccc(F)cc1 do in these assays?
TcdB inh: -0.7

How did CN1C(=O)c2cc(NC(=O)C3CC3)ccc2OC[C@H]2O[C@@H](CC(=O)Nc3cccc(Cl)c3)CC[C@@H]21 do in these assays?
TcdB inh: -1.1

How did CC(C)NC(=O)Nc1ccc2c(c1)C(=O)N([C@@H](C)CO)C[C@@H](C)[C@@H](CN(C)Cc1ccncc1)OCCCC[C@@H](C)O2 do in these assays?
TcdB inh: -2.1

How did CCN1[C@@H]2Cn3c(ccc(-c4ccccc4F)c3=O)[C@H]1[C@@H](C(=O)NCc1ccccc1)[C@@H]2CO do in these assays?
TcdB inh: -2.0

How did CN1C(=O)c2cc(NC(=O)C3CCCCC3)ccc2OC[C@@H]2O[C@H](CC(=O)NCCc3ccncc3)CC[C@H]21 do in these assays?
TcdB inh: -0.3

Results for COc1ccc(S(=O)(=O)N(C)C[C@@H]2Oc3ccc(NC(=O)Nc4c(C)noc4C)cc3CC(=O)N([C@H](C)CO)C[C@@H]2C)cc1 ?
TcdB inh: 0.6

How did O=C(C[C@@H]1C=C[C@H](NC(=O)NC2CCCCC2)[C@H](CO)O1)NCc1ccc(Cl)cc1 do in these assays?
TcdB inh: 0.1

Results for Cc1noc(C)c1S(=O)(=O)Nc1ccc2c(c1)CC(=O)N([C@H](C)CO)C[C@H](C)[C@@H](CN(C)Cc1ccc(C(=O)O)cc1)O2 ?
TcdB inh: 0.7

How did CCCNC(=O)[C@@H]1[C@@H](CO)[C@@H]2Cn3c(ccc(-c4ccccc4)c3=O)[C@@H]2N1CC do in these assays?
TcdB inh: 1.2

What do the screens show for `CNC[C@H]1Oc2ccc(NC(=O)NC(C)C)cc2CC(=O)N([C@@H](C)CO)C[C@H]1C`?
TcdB inh: -0.4

Results for CO[C@@H](CN(C)S(=O)(=O)c1cn(C)cn1)[C@H](C)CN(C(=O)Nc1ccc(F)cc1)[C@@H](C)CO ?
TcdB inh: 0.6

What do the screens show for `CN(C)CC(=O)Nc1ccc2c(c1)[C@@H]1C[C@@H](CC(=O)NCC3CC3)O[C@H](CO)[C@@H]1O2`?
TcdB inh: -1.3

What do the screens show for `Cc1ccc(S(=O)(=O)N(C)C[C@@H]2OCCCC[C@@H](C)Oc3ccc(NC(=O)Nc4ccc5c(c4)OCO5)cc3C(=O)N([C@@H](C)CO)C[C@H]2C)cc1`?
TcdB inh: -0.1

How did COCC(=O)Nc1ccc2c(c1)OC[C@H](C)N(C(=O)c1cnccn1)C[C@@H](C)[C@H](OC)CN(C)C2=O do in these assays?
TcdB inh: -0.9

How did Cc1ccc(S(=O)(=O)Nc2cccc3c2O[C@@H](CN(C)C(=O)Nc2ccc(C(F)(F)F)cc2)[C@@H](C)CN([C@@H](C)CO)C3=O)cc1 do in these assays?
TcdB inh: -1.5

What do the screens show for `COc1cccc(-c2ccc3c(c2)[C@@H]2[C@@H](CCN2S(=O)(=O)c2ccc(F)cc2)[C@H](CO)N3C)c1`?
TcdB inh: 0.5

How did COc1ccc(NC(=O)Nc2ccc3c(c2)C(=O)N([C@@H](C)CO)C[C@@H](C)[C@@H](CN(C)Cc2ccc4c(c2)OCO4)O3)cc1 do in these assays?
TcdB inh: 0.4

How did O=C(C[C@H]1CC[C@H]2[C@@H](COC[C@@H](O)CN2S(=O)(=O)c2ccccc2)O1)Nc1ccc(-c2ccccc2)cc1 do in these assays?
TcdB inh: 0.1

What do the screens show for `C[C@@H](NC(=O)C[C@@H]1C[C@@H]2c3cc(NC(=O)C4CCC4)ccc3O[C@@H]2[C@@H](CO)O1)c1ccccc1`?
TcdB inh: -1.4

How did COc1ccc(C#Cc2cnc3c(c2)C(=O)N([C@H](C)CO)C[C@H](C)[C@H](CN(C)Cc2ccccc2)O3)cc1OC do in these assays?
TcdB inh: 0.2

What do the screens show for `CNC[C@@H]1Oc2ccc(NC(=O)Nc3c(C)noc3C)cc2C(=O)N([C@H](C)CO)C[C@H]1C`?
TcdB inh: -1.4

How did COc1ccc(CN(C)C[C@H]2Oc3ccc(NC(=O)Nc4ccc(F)cc4)cc3CC(=O)N([C@H](C)CO)C[C@@H]2C)cc1 do in these assays?
TcdB inh: -0.2

What do the screens show for `Cc1noc(C)c1S(=O)(=O)Nc1cccc2c1O[C@H](CN(C)C(=O)Nc1ccc(F)cc1)[C@H](C)CN([C@H](C)CO)C2=O`?
TcdB inh: 1.3

How did C/C=C/c1cnc2c(c1)C(=O)N([C@H](C)CO)C[C@H](C)[C@H](CN(C)C(=O)Nc1ccc(F)cc1)O2 do in these assays?
TcdB inh: -0.5

Results for Cc1ccc(S(=O)(=O)Nc2ccc3c(c2)C(=O)N([C@@H](C)CO)C[C@@H](C)[C@H](CN(C)Cc2ccc4c(c2)OCO4)OCCCC[C@@H](C)O3)cc1 ?
TcdB inh: -0.4

How did COCC(=O)Nc1ccc2c(c1)[C@H]1C[C@@H](CC(=O)NCCc3ccccc3)O[C@@H](CO)[C@H]1O2 do in these assays?
TcdB inh: -1.7

How did O=S(=O)(c1ccc(F)cc1)N1CCCCN2[C@H](CO)[C@H](c3ccc(C#CC4CCCC4)cc3)[C@H]2C1 do in these assays?
TcdB inh: -1.2

Results for CC(C)(C)[S@](=O)N1Cc2cc(C(=O)N3CCCCC3)nc(-c3cccc(-c4cccc(C#N)c4)c3)c2[C@@H]1CCO ?
TcdB inh: 0.4

What do the screens show for `CCCN(C)C[C@H]1OCCCC[C@@H](C)Oc2ccc(NS(C)(=O)=O)cc2C(=O)N([C@@H](C)CO)C[C@H]1C`?
TcdB inh: 0.7

What do the screens show for `C[C@H](CO)N1C[C@H](C)[C@@H](CN(C)C(=O)C2CCC2)Oc2cc(-c3cncnc3)ccc2S1(=O)=O`?
TcdB inh: 1.5

How did C[C@H]1CN([C@@H](C)CO)C(=O)c2ccccc2-c2ccccc2CO[C@H]1CN(C)Cc1cccc(F)c1 do in these assays?
TcdB inh: -0.2

What do the screens show for `C[C@H]1CN([C@@H](C)CO)C(=O)Cc2cc(NC(=O)Cc3ccccc3)ccc2O[C@H]1CN(C)C`?
TcdB inh: -0.3

How did Cc1noc(C)c1NC(=O)N[C@H]1CC[C@@H](CCNC(=O)C2CCOCC2)O[C@@H]1CO do in these assays?
TcdB inh: -18

How did CO[C@H](CN(C)Cc1nccs1)[C@H](C)CN([C@H](C)CO)S(=O)(=O)c1ccc(F)cc1 do in these assays?
TcdB inh: 0.0

How did COC(=O)N(C)C[C@H]1OCc2ccccc2-c2c(n(C)c3ccccc23)C(=O)N([C@H](C)CO)C[C@@H]1C do in these assays?
TcdB inh: -0.4

What do the screens show for `Cc1ccc(S(=O)(=O)N[C@@H]2CC[C@H](CCNC(=O)CN3CCOCC3)O[C@@H]2CO)cc1`?
TcdB inh: 0.5

Results for C[C@H]1CN([C@@H](C)CO)C(=O)c2cccc(NC(=O)c3ccc(-c4nccs4)cc3)c2O[C@H]1CN(C)Cc1ccc(Cl)c(Cl)c1 ?
TcdB inh: -1.5

Results for C[C@@H]1CN([C@@H](C)CO)S(=O)(=O)c2ccc(C#Cc3ccccc3)cc2O[C@@H]1CN(C)S(=O)(=O)c1ccccc1F ?
TcdB inh: 0.3

What do the screens show for `CCCC(=O)Nc1ccc2c(c1)OC[C@H](C)N(C(=O)c1cccnc1)C[C@@H](C)[C@@H](OC)CN(C)C2=O`?
TcdB inh: -0.8

What do the screens show for `CCCN1[C@@H]2Cn3c(ccc(/C=C/c4ccccc4)c3=O)[C@H]1[C@@H](C(=O)NCC1CC1)[C@@H]2CO`?
TcdB inh: 0.7

Results for C[C@H]1CN([C@@H](C)CO)C(=O)Cc2cc(NC(=O)Nc3ccc(C(F)(F)F)cc3)ccc2O[C@@H]1CN(C)S(=O)(=O)c1cn(C)cn1 ?
TcdB inh: 0.0

How did C[C@@H]1CCCCO[C@@H](CN(C)C(=O)Nc2ccc(F)cc2)[C@@H](C)CN([C@H](C)CO)C(=O)c2cc(NC(=O)Nc3ccccc3)ccc2O1 do in these assays?
TcdB inh: -0.4

What do the screens show for `COc1ccc(NC(=O)Nc2cccc3c2O[C@H](CN(C)Cc2ccc(Oc4ccccc4)cc2)[C@@H](C)CN([C@@H](C)CO)C3=O)cc1`?
TcdB inh: -0.6

What do the screens show for `COc1cccc(-c2ccc3c(c2)O[C@H](CN(C)C)[C@@H](C)CN([C@@H](C)CO)S3(=O)=O)c1`?
TcdB inh: -0.2

Some of these compounds in order of SMILES length, ascending.
What do the screens show for `CN(C)CC(=O)Nc1ccc2c(c1)[C@@H]1C[C@@H](CC(=O)NCC3CC3)O[C@H](CO)[C@@H]1O2`?
TcdB inh: -1.3

What do the screens show for `CCCC(=O)Nc1ccc2c(c1)OC[C@H](C)N(C(=O)c1cccnc1)C[C@@H](C)[C@@H](OC)CN(C)C2=O`?
TcdB inh: -0.8

Results for C[C@H]1CN([C@@H](C)CO)C(=O)Cc2cc(NC(=O)Nc3ccc(C(F)(F)F)cc3)ccc2O[C@@H]1CN(C)S(=O)(=O)c1cn(C)cn1 ?
TcdB inh: 0.0

(more compounds)
What do the screens show for `O=C(N[C@@H]1CC[C@@H](CCNS(=O)(=O)c2cccc(Cl)c2)O[C@@H]1CO)c1ccncc1`?
TcdB inh: 1.8

Results for C[C@H]1CN([C@@H](C)CO)C(=O)Cc2cc(NS(=O)(=O)c3cccs3)ccc2O[C@@H]1CN(C)S(=O)(=O)c1ccccc1 ?
TcdB inh: 0.1

What do the screens show for `C[C@@H]1CN([C@@H](C)CO)S(=O)(=O)c2ccc(-c3ccccc3)cc2O[C@@H]1CN(C)C(=O)c1ccc2c(c1)OCO2`?
TcdB inh: -2.0

What do the screens show for `O=S(=O)(NCC[C@H]1CC[C@H](NS(=O)(=O)c2ccccc2Cl)[C@@H](CO)O1)c1ccc(Cl)cc1`?
TcdB inh: 0.8

Results for C[C@@H]1CN([C@@H](C)CO)C(=O)c2cc(-c3ccncc3)cnc2O[C@H]1CN(C)C(=O)Cc1ccccn1 ?
TcdB inh: -0.1

Results for C[C@@H]1CN([C@H](C)CO)C(=O)c2cccc(NS(=O)(=O)c3ccccc3)c2O[C@H]1CN(C)C(=O)Nc1cccc2ccccc12 ?
TcdB inh: -1.0

Results for C[C@@H]1CN([C@H](C)CO)C(=O)c2cc(NC(=O)CCCCCC(=O)Nc3ccccc3N)ccc2O[C@@H](C)CCCCO[C@H]1CN(C)Cc1ccc(Cl)c(Cl)c1 ?
TcdB inh: -1.3

What do the screens show for `COc1ccc(-c2cn(CC[C@H]3CC[C@@H](NC(=O)CCN4CCCCC4)[C@@H](CO)O3)nn2)cc1`?
TcdB inh: 0.0

How did C[C@H](CO)N1C[C@H](C)[C@H](CN(C)C(=O)c2ccncc2)Oc2cc(/C=C/c3ccccc3)ccc2S1(=O)=O do in these assays?
TcdB inh: 1.5

How did COc1cccc(S(=O)(=O)N[C@H]2CC[C@H](CCN)O[C@@H]2CO)c1 do in these assays?
TcdB inh: 2.3

What do the screens show for `CNC[C@H]1Oc2c(NC(=O)c3cnccn3)cccc2C(=O)N([C@@H](C)CO)C[C@H]1C`?
TcdB inh: 0.2

How did COc1ccc(S(=O)(=O)N2C[C@H](O)COC[C@H]3O[C@@H](CC(=O)N[C@H]4CCN(Cc5ccccc5)C4)CC[C@@H]32)cc1 do in these assays?
TcdB inh: -1.9

How did Cc1ccc(S(=O)(=O)N[C@H]2CC[C@H](CCNC(=O)c3ccc4c(c3)OCO4)O[C@H]2CO)cc1 do in these assays?
TcdB inh: 0.5

How did O=C(NCC[C@H]1CC[C@H](NS(=O)(=O)c2ccccc2)[C@@H](CO)O1)c1ccccc1F do in these assays?
TcdB inh: 0.4

Results for C[C@H](CO)N1C[C@H](C)[C@@H](CN(C)C(=O)Nc2ccc3c(c2)OCO3)Oc2ncc(C#CC3(O)CCCC3)cc2C1=O ?
TcdB inh: -1.0

What do the screens show for `O=C(C[C@@H]1CC[C@@H](NC(=O)C2CC2)[C@H](CO)O1)NC1CCC1`?
TcdB inh: 0.1

How did CCCN1C[C@H](C)[C@H](OC)CN(C)C(=O)c2cc(NC(=O)c3ccccc3)ccc2OC[C@H]1C do in these assays?
TcdB inh: 1.0

Results for COCC#Cc1ccc2c(c1)O[C@@H](CN(C)Cc1ccncc1)[C@@H](C)CN([C@H](C)CO)S2(=O)=O ?
TcdB inh: 0.3

How did CO[C@@H]1CN(C)C(=O)c2ccc(NC(=O)Cc3ccccc3)cc2OC[C@@H](C)N(CC2CC2)C[C@H]1C do in these assays?
TcdB inh: -0.4

Results for Cc1ccc(-c2cnc3c(c2)C(=O)N([C@@H](C)CO)C[C@H](C)[C@@H](CN(C)Cc2ccccc2C(=O)O)O3)cc1 ?
TcdB inh: 1.0

For reference, some entries already given:
What do the screens show for `O=C(C[C@@H]1CC[C@@H](NC(=O)C2CC2)[C@H](CO)O1)NC1CCC1`?
TcdB inh: 0.1

How did CCCN1C[C@H](C)[C@H](OC)CN(C)C(=O)c2cc(NC(=O)c3ccccc3)ccc2OC[C@H]1C do in these assays?
TcdB inh: 1.0

Results for COCC#Cc1ccc2c(c1)O[C@@H](CN(C)Cc1ccncc1)[C@@H](C)CN([C@H](C)CO)S2(=O)=O ?
TcdB inh: 0.3

How did CO[C@@H]1CN(C)C(=O)c2ccc(NC(=O)Cc3ccccc3)cc2OC[C@@H](C)N(CC2CC2)C[C@H]1C do in these assays?
TcdB inh: -0.4

Results for Cc1ccc(-c2cnc3c(c2)C(=O)N([C@@H](C)CO)C[C@H](C)[C@@H](CN(C)Cc2ccccc2C(=O)O)O3)cc1 ?
TcdB inh: 1.0
